Bioassay records (PubChem BioAssay)
SW480 rerep: A quantitative high throughput screen for small molecules that induce DNA re-replication in SW480 colon adenocarcinoma cells; Potency, µM (top dose mostly 46.1 µM), for inactives: at the highest dose re-replication activation, hits mostly activators; 1.8% of 340,000 active; SW480 DNA re-replication, Hoechst DNA content imaging, 48 h; AID 624297, 2012; also: potency is read from the fitted curve at half-maximal effect; % of control where 0% means no effect; nearly all actives have a fitted effect of over 55% in size
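SW480 cells exposed to compounds for 48 hr at 37 C, 5% CO2, then Hoechst-stained 40 min. Nuclear DNA content imaged by fluorescence scanning (405 nm excitation, 500-530 nm emission); re-replication scored as increased high-intensity nuclei.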
HT1080 IDH1KD tx: qHTS for induction of synthetic lethality in tumor cells producing 2HG: qHTS for the HT-1080-IDH1KD cell line. HT-1080 IDH1 knockdown viability, ATP luminescence, 48 h. Potency, µM (top dose mostly 46.1 µM), inactives show at the highest dose activity, negative = toxicity, actives largely listed as cytotoxic. 2% of 360,000 active. AID 686971, 2013;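 also: potency is read from the fitted curve at half-maximal effect; 0% = DMSO wells and -100% = cell-free medium wells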
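Assay cells: HT-1080 with IDH1 knockdown, 750 per well, RPMI/5% FBS. Exposure: 48 h at 37 °C following 2 h pre-incubation. Read: CellTiter-Glo luminescence; fitted concentration-response, curve class assigned.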
IL-1B inflam inh: qHTS for Inhibitors of Inflammasome Signaling: IL-1-beta AlphaLISA Primary Screen. 4.7% of 360,000 active. THP-1 LPS/ATP IL-1B secretion, AlphaLISA, 16 h; stronger effect = lower value. activity change, % at 57.5 µM; in the data active = activity change below about -50%; inconclusive = mostly about -30% to -49%; also: % is scaled to controls: 0 for no effect and ±100 for the full control effect
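Secreted IL-1B measured by AlphaLISA bead assay after 16 h compound exposure of THP-1 cells; compounds (final up to 57.5 uM) added 1 h before LPS (250 ng/mL) and ATP (1.25 mM) stimulation; lower signal means less secretion.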
MCF10A rerep: A quantitative high throughput screen for small molecules that induce DNA re-replication in MCF 10a normal breast cells; MCF 10A DNA re-replication, Hoechst nuclear intensity, 48 h; Potency, µM (titrated, usually from 46.1 µM), for the others: at the top dose activity, positive = re-replication, hits mostly activators; 2.9% of 350,000 active; AID 624296, 2012; also: potency is read from the fitted curve at half-maximal effect; % of control where 0% means no effect; nearly all actives have a fitted effect of over 50% in size
HT1080NT lethal: qHTS for induction of synthetic lethality in tumor cells producing 2HG: qHTS for the HT-1080-NT fibrosarcoma cell line; 1.6% of 360,000 active; HT-1080-NT fibrosarcoma viability, CellTiter-Glo ATP luminescence, 48 h; AID 686970, 2013; Potency, µM (titrated, usually from 46.1 µM), inactives show top-dose activity, negative = less viability, most hits filed as cytotoxic;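 also: NT is the 2HG producing partner of a matched IDH1 knockdown line; potency is read from the fitted curve at half-maximal effect; 0% = DMSO-treated cells and -100% = media-only wells without cells; nearly all actives have a fitted effect of over 55% in size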
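HT-1080-NT fibrosarcoma cells (2HG-overproducing), 750 cells/well in RPMI with 5% FBS, dosed after 2 h and incubated 48 h at 37C. CellTiter-Glo luminescence normalized to DMSO and no-cell wells; concentration-response curves fitted and classed.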
ATXN viability: Viability Counterscreen for Primary qHTS for Inhibitors of ATXN expression; 0.49% of 400,000 active; Potency, µM (top dose mostly 56.7 µM), usual class: cytotoxic; S2 cells (HEK-293 line with an ATXN2-luciferase reporter) viability, CellTiter-Fluor protease fluorescence, 24 h; also: potency is read from the fitted curve at half-maximal effect; nearly all actives have a fitted effect of over 40% in size
HepG2 tox: qHTS for Inhibitors of TGF-b: Cytotox Counterscreen; Potency, µM (doses to about 46.1 µM), for inactives: at the highest dose activity change, negative = cytotoxicity, hits mostly cytotoxic; HepG2 CAGA-GFP viability, ATP luminescence, 18 h; 0.76% of 410,000 active; also: potency is read from the fitted curve at half-maximal effect; some results filed as inactive show a strong effect at the top dose
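CellTiter-Glo luminescence gave cytotoxicity after 18 hours at 37 degrees C. The cells were HepG2 CAGA-GFP in 1% FBS DMEM, stimulated with 500 pg/mL TGF-beta after compound addition. %Activity was normalised to no-cell wells (complete cell-killing) and DMSO (no toxicity), and curves were fitted and classified.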
KB-3-1 cytotox: qHTS assay for MDR1-selective chemotherapeutics: Primary screen using the parental adenocarcinoma cell KB-3-1; KB-3-1 viability, CellTiter-Glo ATP luminescence, 72 h; Potency, µM (titrated, usually from 46.1 µM), without a hit: at the highest dose activity change, negative = cytotoxic, hits mostly cytotoxic; 1.4% of 400,000 active; AID 1347075, 2019; also: potency is read from the fitted curve at half-maximal effect; % is scaled to controls: 0 for no effect and ±100 for the full control effect; nearly all actives have a fitted effect of over 60% in size
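KB-3-1 parental drug-naive adenocarcinoma cells in DMEM/10% FBS, incubated 72 h at 37 C with pin-transferred compounds across a concentration series. Viability by CellTiter-Glo luminescence; concentration-response curves fitted after normalization.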
ATXN2 expr inh: Primary qHTS for Inhibitors of ATXN expression; HEK-293 ATXN2-luciferase reporter, luminescence, 24 h; Potency, µM (doses to about 57 µM), for inactives: at the highest dose activity change, negative = inhibition, hits mostly inhibitors; 0.72% of 360,000 active; AID 1745845, 2022; also: potency is read from the fitted curve at half-maximal effect; % is scaled to controls: 0 for no effect and ±100 for the full control effect; nearly all actives have a fitted effect of over 55% in size
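qHTS (up to 57 uM final) was run with 24 h compound exposure of reporter cells at 37 °C. Each well was multiplexed: SteadyGlo luminescence measured ATXN2-luciferase expression after a fluorogenic Gly-Phe-AFC viability readout (25 uM final).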
The depositor's hits bear a star; i = inactive; ? = inconclusive; . = no result given; & = joins results of further samples; [ ] = remark or other dose. Unless noted, calls follow the shape of the dose curve; as a rule, active = well fitted curve in the direction sought with a large enough effect; inconclusive = small, poorly fitted or top-dose-only effect, or another doubt; inactive = no such curve, though single readings can be large; an effect the other way counts as inactive or inconclusive. An unsorted share of the library; about 8.9% have a hit in one of these screens.

Second line of a record: MCF10A rerep	SW480 rerep	IL-1B inflam inh	ATXN2 expr inh	HT1080 IDH1KD tx	KB-3-1 cytotox	HepG2 tox	ATXN viability	HT1080NT lethal
COCCCNc1nc2c(c(=O)n(Cc3ccc(Cl)cc3)c(=O)n2C)n1C
→ 7%	-11%	-6	.	-1%	0%	-36%	i	-7%
CCC(=O)Nc1ccc2c(c1)OC[C@@H](C)NC[C@@H](C)[C@@H](OC)CN(C)C2=O
→ .	.	25	.	?	5%	.	.	22%
CCCn1c(SCC(=O)NCc2ccccc2Cl)n[nH]c1=O
→ -3%	3%	7	-36%	-8%	-9%	-4%	?	-3%
Cc1cc2c(cc1C)-n1nnnc1C(N1CCN(c3ccccn3)CC1)C(c1ccc3c(c1)OCO3)=N2 (configuration not stated)
→ .	.	31	.	1%	1%	.	.	6%
CCCn1c2ccccc2c2cnn(CC(=O)NC3CCCCC3C)c(=O)c21 (configuration not stated)
→ -7%	-7%	13	.	2%	3%	10%	i	-2%
COc1ccc(CNC(=O)c2ccc(Cn3nc(C)c([N+](=O)[O-])c3C)o2)cc1
→ 1%	-3%	-23	-11%	-15%	-4%	5%	i	0%
O=C(COC(=O)c1ccc([N+](=O)[O-])cc1)NC12CC3CC(CC(C3)C1)C2
→ -1%	0%	-3	11%	-1%	22%	-11%	i	1%
CSc1nc(-c2ccccc2)nc(C(Cl)Cl)n1
→ 2.6µM*	?	-99*	?	18µM*	2.9µM*	5µM*	?	?
COc1ccc(/C=C/C(=O)Nc2ccc3nc4n(c(=O)c3c2)CCCC4)cc1
→ -10%	22%	?	?	5%	-11%	-7%	?	19%
COCCC(=O)N1CCC(n2nccc2NC(=O)CCc2ccccc2)CC1
→ 16%	-4%	7	10%	10%	23%	1%	i	4%
N#CCCn1cc(/C=C(\C#N)c2nc3ccccc3s2)c(-c2ccc(F)cc2)n1
→ 10%	14%	43	?	-18%	5%	6%	i	-4%
COc1ccc(Cl)cc1C(=O)NNC(=O)c1cccnc1
→ -6%	-4%	-16	-1%	?	5%	-13%	i	5%
Cc1nc2cc(-c3ccsc3-n3c(C)ccc3C)[nH]n2c(=O)c1Cl
→ ?	-1%	?	-2%	-13%	-1%	-38%	i	?
Cc1nccn1-c1ccc(NC(=O)[C@H]2O[C@@H](n3cnc4c(N)ncnc43)[C@H](O)[C@@H]2O)cc1
→ .	.	-26	-13%	20%	0%	-4%	i	17%
CCOc1ccc(/C=N/NS(=O)(=O)c2ccc(C)cc2)cc1OC
→ 1%	-3%	0	.	-13%	3%	-16%	?	0%
O=[N+]([O-])c1cccc(N(CC(O)CN2CCCC2)S(=O)(=O)c2ccccc2)c1 (configuration not stated)
→ 6%	-6%	-14	-3%	1%	4%	9%	i	-5%
O=C(c1ccc([N+](=O)[O-])cc1)N1CCOC12CCN(c1ncc(C(F)(F)F)cc1Cl)CC2
→ 2%	1%[9.22 µM]	-22	9%	0%	-4%	0%	i	5%
CS(=O)(=O)N(CC(=O)N1CCc2ccccc2C1)c1cccc(F)c1
→ -1%	-11%	1	-24%	7%	-1%	-5%	?	3%
Cc1ccc(CN2CCN(C3CCOCC3)CC2CCO)cc1 (configuration not stated)
→ -4%	-10%	9	3%	-9%	0%	-2%	i	1%
CC1CCN(S(=O)(=O)c2ccc(C(=O)Nc3nnc(C4=COCCO4)o3)cc2)CC1
→ 26%	?	71	-25%	?	?	-28%	i	-29%
CCCCN(C=O)c1c(CC)nc2c(OCc3cc(Cl)cc(Cl)c3)cccn12
→ .	.	-21	?	?	?	-22%	?	?
CC1=CC(C)(C)N2C(=O)C3(C(C#N)=C(N)OC4=C3C(=O)CC(C)(C)C4)c3c(C)c(C)cc1c32 (configuration not stated)
→ 4%	4%	13	-10%	?	-4%	-30%	?	?
COc1ccc2[nH]c(=O)c(CN(C(C)=O)C3CCCCC3)cc2c1
→ 22%	3%	4	43%[activator]	0%	-22%	-3%	i	22%
COc1ccc(-c2nc(CSCC(=O)NCC3CCCO3)c(C)o2)cc1OC (configuration not stated)
→ 1%	0%	10	18%	5%	-3%	-4%	i	5%
O=C(NC(=S)NCCO)c1cn(-c2ccccc2)nc1-c1ccccc1
→ -2%	-5%	-4	-9%	17%	10%	1%	i	23%
Cc1cc(C)c2c(c1)/C(=N/NC(=O)c1ccc(O)cc1)CCC2
→ 12%	-4%	?	-7%	-2%	8%	2%	i	-1%
Cc1ccc(CN2CCSc3ccc(C(=O)NC4CCN(Cc5ccccc5)CC4)cc32)cc1
→ -3%	4%	-82*	?	-1%	-24%	-13%	?	-1%
CC(CCc1ccc(O)cc1)N(C)CCc1ccccc1 (configuration not stated)
→ 24%	-1%	-3	-6%	7%	-4%	-20%	i	7%
COc1cc(/C=N/NC(=S)Nc2cccnc2)cc(OC)c1OC
→ 3%	?	38	5%	2%	13%	0%	i	10%
CCn1c(=O)c(C(=O)CN(C)CC(=O)Nc2cccc(F)c2)c(N)n(Cc2ccccc2)c1=O
→ 7%	4%	-3	-13%	?	?	-25%	i	-27%

The list goes on; it opens with the two that closed the last part.
Second line of a record: MCF10A rerep	SW480 rerep	IL-1B inflam inh	ATXN2 expr inh	HT1080 IDH1KD tx	KB-3-1 cytotox	HepG2 tox	ATXN viability	HT1080NT lethal
COc1cc(/C=N/NC(=S)Nc2cccnc2)cc(OC)c1OC
→ 3%	?	38	5%	2%	13%	0%	i	10%
CCn1c(=O)c(C(=O)CN(C)CC(=O)Nc2cccc(F)c2)c(N)n(Cc2ccccc2)c1=O
→ 7%	4%	-3	-13%	?	?	-25%	i	-27%
COc1ccc(C2(CN(C(C)=O)C(C)=O)CCCC2)cc1OC
→ -2%	-1%[9.22 µM]	17	-5%	-10%	10%	-13%	i	0%
CC(C)OC(=O)CSc1nc2c(c(C3CC=CCC3)c1C#N)CCC2 (configuration not stated)
→ 0%	-4%	25	3%	-2%	0%	-32%	i	-29%
COc1ccc(-c2cc3ccccc3[nH]2)cc1
→ 1%	?	5	49%[activator]	2%	12%	9%	i	28%
CSc1ccc(NC(=O)CSc2nc3[nH]c(=O)cc(O)c3s2)cc1
→ 0%	-21%	24	.	-5%	-1%	1%	i	1%
Cc1cc(C)n(CCC(=O)N/N=C/c2ccc(Br)c([N+](=O)[O-])c2)n1
→ 11%	-1%	-93*	-3%	-26%	?	-12%	i	?
COc1cc(CN2CCN(Cc3ccc(SC)cc3)CC2)cc(OC)c1O
→ 4%	-25%	14	-9%	9%	-14%	-2%	i	1%
CCCN1CCC(=O)N([C@H](CO)Cc2ccccc2)CC1
→ 14%	1%	-21	1%	-3%	1%&4%	-8%&8%	i	2%
CC(C)Oc1ccc(C(=O)NCCCNC(=O)c2cccnc2)cc1
→ 2%	-2%	15	7%	-15%	9%	8%	i	-2%
CC(Oc1ccccc1)c1ccnc(N)n1 (configuration not stated)
→ 19%	-1%	-7	19%	1%	5%	15%	i	6%
C=CCn1c(SCC(=O)Nc2ccc(F)cc2)nc2ccccc2c1=O
→ 3%	-22%	?	?	-17%	6%	-27%	?	3%
Cc1nn(S(=O)(=O)c2ccc(C(C)(C)C)cc2)c(C)c1S(=O)(=O)N1CCCCCC1
→ .	.	.	1%	.	0%	3%	i	.
O=C1C(Cl)=C(N2CCC(C(=O)O)CC2)C(=O)c2ccccc21
→ ?	0%	0	25µM*	?	-2%	-75%	i	?
COc1ccc(-c2noc(N3CCC(C(=O)Nc4cc(OC)ccc4OC)CC3)n2)cc1
→ 21%	6%	-20	-30%	-4%	10%	-26%	?	-23%
CC(=O)N1CCN(S(=O)(=O)c2ccc(C)cc2)C1C (configuration not stated)
→ 9%	0%	9	11%	2%	5%	0%	i	0%
CC(=O)c1ccc(NC(=O)c2cn(-c3ccccc3)nc2-c2ccc(Br)cc2)cc1
→ .	.	.	8%	.	12%	-20%	i	.
COC(=O)c1ccc(Cl)cc1NC(=O)N1CCCn2nc(C)cc21
→ .	.	.	0%	.	-1%	-2%	i	.
CCc1ccc(C2CC(=O)Nc3c2c(=O)n(C)c2ncnn32)cc1 (configuration not stated)
→ .	.	.	-14%	.	-1%	-11%	i	.
O=C(NC(=S)N1CCN(c2ccc([N+](=O)[O-])cc2)CC1)c1ccccc1
→ -6%	-10%	8	4%	4%	-1%	13%	i	0%
O=C(c1cc(-c2cccc(O)c2)on1)N1CCc2ccccc2C1
→ -3%	-9%	-30	9%	11%	6%	-25%	i	9%

Already shown: entries from further up.
Second line of a record: MCF10A rerep	SW480 rerep	IL-1B inflam inh	ATXN2 expr inh	HT1080 IDH1KD tx	KB-3-1 cytotox	HepG2 tox	ATXN viability	HT1080NT lethal
COc1ccc(C2(CN(C(C)=O)C(C)=O)CCCC2)cc1OC
→ -2%	-1%[9.22 µM]	17	-5%	-10%	10%	-13%	i	0%
CC(C)OC(=O)CSc1nc2c(c(C3CC=CCC3)c1C#N)CCC2 (configuration not stated)
→ 0%	-4%	25	3%	-2%	0%	-32%	i	-29%
COc1ccc(-c2cc3ccccc3[nH]2)cc1
→ 1%	?	5	49%[activator]	2%	12%	9%	i	28%
CSc1ccc(NC(=O)CSc2nc3[nH]c(=O)cc(O)c3s2)cc1
→ 0%	-21%	24	.	-5%	-1%	1%	i	1%
